Compound activity from PubChem.
TLR9-MyD88 inh – inhibitors of TLR9-MyD88 association in cells, primary screen, cell-based, CHO, BLA complementation, fluorescence; Toll-like receptor 9 (Homo sapiens) + Myeloid differentiation primary response protein …; CCF4 FRET ratio; inhibition, % at 4.98 µM; 340,000 tested, 0.21% active;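 active = inhibition above the mean over all tested compounds plus 3 SD, cut at about 21% in these data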;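 note: 0% = DMSO only wells and 100% = clavulanate BLA inhibitor control wells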
LMP1 NFkB inh – EBV LMP1-driven NF-kappaB luciferase reporter inhibitors, primary screen, cell-based, luminescence, single point; AID 504558, 2011; 350,000 tested, 0.69% active; LMP1-induced NF-kappaB luciferase reporter cells; inhibition, % at 12.5 µM; in the data active = inhibition above about 41%;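 note: 0% = neutral control wells and 100% = reference inhibitor control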
NOD2 RIPK2 PPI – NOD2-RIPK2 binding disruptors in cells, primary screen, fluorescence, CHO cells, BLA complementation. Receptor-interacting serine/threonine-protein kinase 2 (Homo sapiens), O43353. CCF4 ratio. inhibition, % at 4.98 µM. 360,000 tested, 0.38% active; in the data active = inhibition above about 21%;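 note: 0% = vehicle only and 100% = reference blocker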
SRC1 inh – SRC1 coactivator transcriptional activity inhibitors, primary screen, cell-based, luminescence; inhibition, % at 3.6 µM; HEK293 GAL4-SRC1 luciferase reporter; Nuclear receptor coactivator 1 (Homo sapiens), Q15788; 360,000 tested, 0.12% active; AID 588354, 2011;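 active = inhibition above the campaign mean plus 3 SD, with each screening campaign given its own cutoff, cut at about 60% in these data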;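 note: 0% = DMSO treated cells and 100% = gossypol at 36 µM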
C8 TRAIL sens – viability loss with TRAIL in NB7+C8 cells, primary screen, TRAIL sensitizer project, cell-based, ATPlite luminescence; AID 624354, 2012; 360,000 tested, 1% active; inhibition (viability loss, TRAIL sensitization), % at 10 µM;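 active = compounds causing at least 50% loss of cell viability in the single-dose screen, relative to plate controls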
SRC3 inh – SRC3 coactivator transcriptional activity inhibitors, primary screen, cell-based, luminescence | 360,000 tested, 0.17% active | AID 588352, 2011 | inhibition, % at 3.6 µM | HEK293 GAL4-SRC3 luciferase reporter | Nuclear receptor coactivator 3 (Homo sapiens), Q9Y6Q9;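 active = inhibition above a per-campaign cutoff, the mean of all compounds plus 3 SD, cut at about 60% in these data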;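 note: 0% = DMSO-treated cells and 100% = gossypol-treated cells at 36 µM; higher means less SRC3-driven luciferase light from the GAL4 reporter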
Target sequence (Q9Y6Q9 whole entry, looked up, the tested form may be a part): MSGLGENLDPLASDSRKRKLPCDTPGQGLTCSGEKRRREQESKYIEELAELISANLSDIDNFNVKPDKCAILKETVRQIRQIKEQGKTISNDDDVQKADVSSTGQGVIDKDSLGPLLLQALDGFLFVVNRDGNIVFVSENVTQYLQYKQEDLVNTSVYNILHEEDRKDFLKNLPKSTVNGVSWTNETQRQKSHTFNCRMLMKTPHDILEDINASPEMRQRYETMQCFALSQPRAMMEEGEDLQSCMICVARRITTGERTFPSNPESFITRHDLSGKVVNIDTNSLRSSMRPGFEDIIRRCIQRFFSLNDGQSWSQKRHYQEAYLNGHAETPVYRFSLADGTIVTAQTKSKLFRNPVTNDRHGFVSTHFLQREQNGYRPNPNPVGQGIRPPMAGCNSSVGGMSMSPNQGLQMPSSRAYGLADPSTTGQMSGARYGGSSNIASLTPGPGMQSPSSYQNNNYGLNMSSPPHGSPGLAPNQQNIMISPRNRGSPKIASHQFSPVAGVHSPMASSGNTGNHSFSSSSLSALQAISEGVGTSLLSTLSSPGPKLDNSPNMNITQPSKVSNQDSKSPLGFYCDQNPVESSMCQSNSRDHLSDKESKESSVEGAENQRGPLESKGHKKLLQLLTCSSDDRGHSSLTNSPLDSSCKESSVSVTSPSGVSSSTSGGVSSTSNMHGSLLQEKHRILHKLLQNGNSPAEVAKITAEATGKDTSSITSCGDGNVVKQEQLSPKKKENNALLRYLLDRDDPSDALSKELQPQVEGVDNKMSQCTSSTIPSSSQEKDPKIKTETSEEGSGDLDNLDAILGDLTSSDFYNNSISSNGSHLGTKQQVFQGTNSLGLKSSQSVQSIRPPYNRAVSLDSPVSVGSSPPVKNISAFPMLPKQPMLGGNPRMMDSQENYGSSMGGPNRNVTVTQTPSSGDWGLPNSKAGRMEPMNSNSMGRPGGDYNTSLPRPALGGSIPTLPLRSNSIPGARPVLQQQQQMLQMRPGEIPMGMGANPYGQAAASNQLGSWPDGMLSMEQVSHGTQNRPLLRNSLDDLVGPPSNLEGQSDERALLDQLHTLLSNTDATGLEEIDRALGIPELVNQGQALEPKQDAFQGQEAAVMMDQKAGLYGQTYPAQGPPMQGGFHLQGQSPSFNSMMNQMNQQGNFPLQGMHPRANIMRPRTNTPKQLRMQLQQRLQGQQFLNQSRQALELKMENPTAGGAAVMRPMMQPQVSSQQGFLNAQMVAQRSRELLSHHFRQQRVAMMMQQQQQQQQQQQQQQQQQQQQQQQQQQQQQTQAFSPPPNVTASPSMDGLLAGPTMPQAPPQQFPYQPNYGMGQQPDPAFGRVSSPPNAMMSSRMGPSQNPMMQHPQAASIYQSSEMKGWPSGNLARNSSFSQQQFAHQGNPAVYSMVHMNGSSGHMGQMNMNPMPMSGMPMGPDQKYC
COUP-TFII inh – NR2F2 transcriptional activity inhibitors, primary screen, cell-based, luciferase reporter, HEK293T, luminescence; COUP transcription factor 2 (Homo sapiens), P24468; HEK293T NGFI-A luciferase reporter; inhibition, % at 8.6 µM; 370,000 tested, 0.7% active;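 active = inhibition above a per-plate cutoff, mean inhibition of test wells between control levels plus 3 SD, cut at about 38% in these data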;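 note: cells cotransfected with COUP-TFII expression vector driving the NGFI-A reporter; 0% = median of COUP-TF2 test wells and 100% = reporter-only cells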
TWEAK-Fn14 inh – inhibitors of TWEAK-Fn14 signaling, primary screen, luciferase reporter cells, uHTS. TWEAK-stimulated Fn14 reporter cells, luciferase luminescence, 8 h. inhibition, % at 10 µM. 360,000 tested, 2% active; in the data active = inhibition above about 50%
TROY NFkB inh – inhibitors of TROY-driven NF-kB signaling, primary screen, Q293 LMP1-TROYcd cells, NF-kB luciferase, uHTS; Q293 LMP1-TROYcd NF-kB luciferase reporter, 4 h; AID 1347056, 2019; 360,000 tested, 0.98% active; inhibition, % at 10 µM;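 active = compounds whose plate-normalised and pattern-corrected inhibition of the luciferase reporter signal at the single screening dose is 50% or more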
NCOA2 inhibitor – inhibition of GAL4-SRC2 driven luciferase reporter, primary screen, SRC2 inhibitor project, cell-based, luminescence; Nuclear receptor coactivator 2 (Homo sapiens), Q15596; HEK293 GAL4-SRC2 luciferase reporter; inhibition, % at 9 µM; 370,000 tested, 0.17% active;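 active = inhibition above the mean inhibition of all tested compounds plus 3 SD, set per campaign, cut at about 52% in these data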;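 note: 0% = DMSO treated cells and 100% = cells given Gossypol at 36 µM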
NR5A2 inv ag – LRH-1 (NR5A2) inverse agonists, primary screen, cell-based, luminescence, HEK293T, StAR-luciferase reporter | LRH-1 transfected, 24 h | inhibition, % at 3.6 µM | 360,000 tested, 0.13% active | AID 602396, 2012;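 active = inhibition above the mean inhibition of all tested compounds plus 3 SD, cut at about 73% in these data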;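 note: 0% = DMSO wells and 100% = reporter-only cells lacking LRH-1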
* marks the source's active call; other numbers are inactive results; · = not tested or not shown.

SMILES	TLR9-MyD88 inh	LMP1 NFkB inh	NOD2 RIPK2 PPI	SRC1 inh	C8 TRAIL sens	SRC3 inh	COUP-TFII inh	TWEAK-Fn14 inh	TROY NFkB inh	NCOA2 inhibitor	NR5A2 inv ag
O=C(C[C@@H]1C/C=C\C[C@@H](Cc2ccc(F)cc2)C(=O)OC[C@@H](Cc2ccccc2)NC1=O)N[C@H](CO)Cc1ccccc1	1	1	-5	9	-4	4	2	-1	-6	-6	-19
S=C(NCc1ccco1)NCC(c1ccco1)N1CCCCC1 (stereo unspecified)	-4	-2	-7	3	-5	17	2	-7	-3	8	7
O=C(CCN1C(=O)COc2ccccc21)N1CCN(c2ccccn2)CC1	0	-2	2	7	25	11	-1	-10	-2	12	4
CC(=O)c1c(C)nc(Nc2nc3ccccc3s2)nc1C	·	·	-12	-65	35	-104	-30	42	-50	-72	-119
NC(=O)c1ccccc1OCc1nnc(-c2ccccc2Br)o1	14	-8	-3	-20	10	-19	-34	-18	-54	-24	-63
CCOc1ncccc1C(=O)OCC(=O)c1ccc(Cl)s1	-4	3	-4	-20	-9	17	1	-5	-4	-5	4
CC(Oc1ccccc1Cl)C(=O)N(Cc1cccs1)C1CCS(=O)(=O)C1 (stereo unspecified)	5	-11	8	13	-1	12	2	-5	6	2	12
CCc1cc2ccccc2nc1SCC(=O)N1CCN(C(=O)c2ccco2)CC1	-2	0	-6	-30	-14	-6	3	-1	6	3	15
CCN(CC)C(=O)C1CCN(Cc2ccc(OCc3ccccc3)cc2)CC1	-5	-1	-3	-25	-8	-15	14	-10	-1	-19	-4
O=C1CCC(C(=O)N2CCCC2)CN1Cc1cccc(C(F)(F)F)c1 (stereo unspecified)	8	-3	7	2	0	11	-12	3	14	-11	20
Cc1cc(OCC(=O)NC2CC2)c2c(C)cc(=O)oc2c1	15	-6	6	9	-5	7	·	-8	-20	·	52
CCCn1nc2cc(C(=O)NCc3ccc(C)cc3)ccc2c1OC	-5	-2	-4	0	3	-19	9	-4	-13	10	9
NS(=O)(=O)c1ccc(CNc2nc(-c3cccnc3)nc3ccccc23)cc1	4	-12	2	-29	1	-16	-23	31	11	-1	-3
CC(NS(=O)(=O)c1ccc(F)cc1)C(=O)Nc1ccc2c(c1)OCCO2 (stereo unspecified)	-4	-6	-10	0	-3	-18	-9	13	18	4	14
O=C(NCc1ccccn1)C(=O)Nc1cccc2ccccc12	7	-4	-13	1	-4	5	-12	-20	-2	-6	2
O=C(OCC#CCSc1nnc(-c2cccc3ccccc23)o1)c1ccco1	4	14	3	-15	-22	0	18	-6	-24	-20	11
CCC(C)NC(=O)[C@H]1N2C(=O)c3ccccc3C2SC1(C)C (stereo partly specified)	-4	-6	-19	-18	-4	-17	-4	-3	5	5	17
CCOCCCn1c(=S)[nH]c2cc(C(=O)N3CCOCC3)ccc2c1=O	7	-1	1	2	-12	16	8	18	17	-33	2
CN1c2ccccc2C(O)=C(C(=O)Nc2ccccc2)S1(=O)=O	1	-10	-1	-8	-17	4	3	25	19	-12	6
Cc1onc(-c2c(F)cccc2Cl)c1C(=O)NC(=S)NCc1cccnc1	-6	-14	-2	-12	4	3	14	-5	1	-1	-10
CC(c1ccccc1)C1OCC(C[N+]2(C)CCCCC2)O1 (stereo unspecified)	2	2	-2	-5	-3	-9	0	3	18	-38	18
O=C(CN1CCN(CC(=O)Nc2ccc3c(c2)OCO3)CC1)Nc1ccc(F)cc1	-5	3	-2	-4	-8	-7	3	8	9	-4	7
O=C(Nc1ccccc1)N1CCC(c2nc(-c3ccc(S(=O)(=O)N4CCOCC4)cc3)no2)CC1	-13	2	-6	6	28	24	-10	3	1	-3	3
Cc1cc(C)c(NC(=O)Cn2nc(-c3ccccc3)nc2-c2ccccc2)c(C)c1	4	3	8	-9	15	2	-3	-5	-10	6	-5
CCCN(CCC)CC(O)COc1ccccc1C(=O)Nc1ccccc1 (stereo unspecified)	-3	0	-15	-3	8	28	6	3	-12	2	0
COc1ccc(C(=O)Nc2ccccc2C(=O)NCc2cccnc2)cc1OC	1	2	1	11	-1	-2	-12	-4	8	-17	27
CCC1CCCCN1CCCNC(=O)C1CCN(S(=O)(=O)N2CCC3(CC2)OCCO3)CC1 (stereo unspecified)	-5	-1	-10	18	-19	-28	7	20	-12	-8	0
COc1ccc(OCc2nnc(NC(=O)Nc3ccc(F)cc3)s2)cc1	4	16	1	-43	4	21	-3	11	6	18	12
CCOc1ccc(-c2nc(N)ncc2-c2ccc(OC)cc2)c(O)c1	0	11	2	8	-3	24	-9	20	11	22	16
CCN(CC)S(=O)(=O)c1ccc(N2CCOCC2)c(NC(=O)c2cc([N+](=O)[O-])ccc2Cl)c1	0	1	6	0	0	1	1	-2	-1	-10	4
CCC1Oc2ccccc2N(CC(=O)NCCCN2CCCCC2C)C1=O (stereo unspecified)	1	-6	-2	-2	1	4	-3	10	-22	-29	12
Cc1ccc(C2CC(C(F)(F)F)n3nc(C(=O)NCCN4CCOCC4)cc3N2)cc1 (stereo unspecified)	6	-7	-2	-3	-8	6	-3	-13	-7	-19	1
COC(=O)/C=C(\C)NC(=O)c1ccc(F)cc1	-2	-13	-4	-18	-6	-4	5	-20	-6	9	4
c1ccc(-c2ccc(CN3CCN(c4ncccn4)CC3)cc2)cc1	9	-3	-4	-22	8	-1	13	-5	-17	11	-11
COc1ccc(Cc2nc3ccc(C(=O)NC(C)c4cnn(C)c4)cc3o2)cc1 (stereo unspecified)	-9	-7	-17	-11	6	-11	6	2	11	8	6
Cc1cc(C(=O)OCC(=O)N2CCOCC2)ccc1[N+](=O)[O-]	-8	3	0	4	4	5	9	-2	5	-17	5
CCCCC(=O)Nc1ccc(C(=O)Nc2ccc3c(c2)OCO3)cc1	2	-51	1	-7	3	-6	-10	-2	-20	-52	-37
CC1=CCC(Cc2nc3ccccc3o2)C1(C)C (stereo unspecified)	-9	-3	-3	-4	-5	0	5	-2	-21	-30	7
O=C(COc1ccc(F)cc1)N1CCc2ccccc2C1	-3	-6	10	-15	-16	-6	-25	-12	-2	-6	-12
COC(=O)c1c(NC(=O)CSc2n[nH]c(N)n2)sc(C)c1C	-1	-19	-7	5	-26	0	0	-3	15	-25	0
CSCCC(N=CC1=C(O)CC(C)(C)CC1=O)C(=O)O (stereo unspecified)	-15	-6	-3	1	3	9	5	1	4	8	4
CCCN1C(=O)c2[nH]nc(-c3cc(Cl)c(C)cc3O)c2C1c1ccc(O)c(OC)c1 (stereo unspecified)	-1	16	11	-27	5	-21	-11	-7	34	-12	-11
COc1cc(/C=N/Nc2ccc(C(F)(F)F)cn2)ccc1O	10	-2	-13	-52	4	-23	-22	-6	-35	-35	-56
CCc1nnc(SCC(=O)NC2CC2)n1CC	-1	-8	-13	2	4	24	12	1	-17	2	8
COc1cc(C(=O)Nc2nc(C)c(Cc3ccc4c(c3)OCO4)s2)cc(OC)c1OC	7	9	-9	-5	-22	23	-10	36	36	9	21
Cc1cccc(Cn2cccc2/C=C2/C(=N)N3C=CSC3=NC2=O)c1	5	-5	1	-2	8	-18	-12	43	-1	-8	22
O=[N+]([O-])c1ccccc1S(=O)(=O)NCc1cccnc1	12	-7	-9	1	5	8	0	8	-5	-12	12
Cc1ccc(NC2=NCC(=O)N2Cc2ccccc2)c(C)c1	-3	-3	4	-6	-15	15	6	8	4	-1	2
CC(=O)Nc1ccc2c(c1Br)Cc1ccccc1-2	0	-18	3	-85	-4	-77	-41	9	-57	-25	-79
CCOc1ccc(NC(=O)Cn2c(=O)oc3cc(Cl)ccc32)cc1	1	-6	-12	6	-13	5	10	7	-21	-28	0
Cc1c2ccccc2nc2c(F)c(NC(C)C)c(F)c(F)c12	1	-8	19	-54	4	-29	-15	-12	-22	-50	-70
O=c1c(Cc2ccc(Cl)cc2Cl)c(O)ccn1Cc1ccc(Cl)cc1	2	-3	-4	-4	-10	6	-12	-3	51*	-1	1
O=S(=O)(c1ccc(N2CCN(c3ccc(F)cc3)CC2)cc1)N1CCCC1	6	-12	-8	17	8	9	-4	-2	-5	7	9
Cc1ccc(/C=N/NC(=O)c2cc(-c3cccnc3)nc3ccccc23)cc1	6	10	10	-7	3	5	-6	-9	39	-20	11
C/C(CCN1CCc2nc(-c3ccccc3)c(-c3ccccc3)cc2C1)=N\O[C@@H](C)c1cc(-c2c(C)cc(C)cc2C)no1	0	-3	-3	-11	38	-14	·	6	-11	·	-10
CCCNC(=O)NS(=O)(=O)c1ccc(Cl)cc1	-5	58*	-5	11	1	18	-11	2	-3	-6	27
Cc1ccc(NC(=O)CN(C)Cc2ccc(F)cc2)c([N+](=O)[O-])c1	-13	4	-1	-13	-7	4	-11	-27	-19	0	17
CCNC(=S)N(CCc1c(C)[nH]c2ccc(C)cc12)Cc1cc(OC)c(OC)c(OC)c1	-1	-1	2	-12	6	1	4	6	-7	-18	-15
CCOC(=O)N1CCC(NC(=O)C2CCCN(c3nc4ccccc4o3)C2)CC1 (stereo unspecified)	-7	7	-3	-2	7	0	2	4	-10	-9	-6
COc1ccc(NC(=O)CN2CCN(S(=O)(=O)N3CCCCCC3)CC2)cc1	4	-8	-2	-12	6	1	4	9	2	-15	-4

New compounds follow
SMILES	TLR9-MyD88 inh	LMP1 NFkB inh	NOD2 RIPK2 PPI	SRC1 inh	C8 TRAIL sens	SRC3 inh	COUP-TFII inh	TWEAK-Fn14 inh	TROY NFkB inh	NCOA2 inhibitor	NR5A2 inv ag
CCn1c(COc2ccccc2C)nnc1SCC(=O)OC	7	-1	-9	-4	-11	-13	4	11	-21	2	2
Cn1nc(C(C)(C)C)cc1C(=O)Nc1nc2c(s1)C(=O)CC(C)(C)C2	-16	5	-7	-12	10	6	2	-10	5	8	11
O=C(O)C1CC(=O)N(CCc2ccccc2)C1 (stereo unspecified)	-2	-7	-6	0	-5	-18	16	6	-17	-7	0
COc1ccc(CC(=O)OCC(=O)Nc2cc(S(=O)(=O)N3CCOCC3)ccc2N2CCCC2)cc1	0	-8	-6	-9	-1	-3	-4	-2	2	2	-2
O=C(COC(=O)c1cccc(C(=O)OCC(=O)NC2CC2)n1)NC1CC1	11	-7	-3	-11	1	-1	17	0	-7	2	12
O=C(c1cn(-c2ccccc2)nc1-c1cccs1)N1CCOCC1	2	6	-8	2	-1	12	0	-8	0	11	-3

The list is partial, so the mix of outcomes need not match the whole.
